HCV NS3 hel inh: inhibitors of HCV NS3 helicase, primary screen, biochemical, Cy5 molecular beacon fluorescence; NS3 helicase DNA unwinding; inhibition, % at 10.9 µM; 290,000 compounds, 0.56% hits; AID 1800, 2009;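 active = inhibition above the mean of all tested compounds plus 3 SD, set per campaign, cut at about 35% in these data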;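 note: 0% = DMSO wells and 100% = thioflavine S control wells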
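Compound dosing – single dose, 10.9 µM nominal final, DMSO 0.8% final · System – NS3 helicase fragment of HCV · Buffer or medium – MOPS pH 6.5, MgCl2, DTT, Tween20, BSA · Signal – Cy5 beacon fluorescence read at start and 1 h · Also added – annealed dual-labelled DNA beacon duplex, ATP-started · Schedule – 1 h at 25 °C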
VIM-2 inh: VIM-2 metallo-beta-lactamase inhibitors, primary screen, biochemical, epi-absorbance readout, Pseudomonas aeruginosa enzyme; purified VIM-2, nitrocefin hydrolysis, epi-absorbance fluorescence; inhibition, % at 5.6 µM; 290,000 compounds, 0.89% hits; AID 1527, 2009;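 active = inhibition above the mean of all tested compounds plus 3 SD, cutoff set per screening run, cut at about 7.5% in these data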;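 note: red hydrolysis product quenches plate fluorescence so inhibitors raise well fluorescence; 0% = enzyme with DMSO and 100% = DMSO without enzyme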
DNA FID counter: compounds displacing fluorescent DNA intercalator, primary screen, artefact control for HCV NS3 helicase inhibitor project, biochemical, FID fluorescence; inhibition, % at 7.9 µM; 290,000 compounds, 0.17% hits; AID 1845, 2009; DNA fluorescent intercalator displacement; in the data active = inhibition above about 37%;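 note: 0% = vehicle and 100% = reference compound; higher means more ethidium bromide displaced from hairpin DNA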
MEKK3 PB1 HTS: modulators of MEKK3-MEK5 PB1 binding, primary screen, biochemical, wildtype MEKK3, multiplex bead flow cytometry, Alexa488-MEK5 | 290,000 compounds, 1.4% hits | Mitogen-activated protein kinase kinase kinase 3 (Homo sapiens), Q99759 | bead-based flow cytometry, Alexa488-MEK5 binding to MEKK3; actives lie on both sides; 0 = blocked by unlabeled MEK5, 100 = vehicle | AID 1529, 2009 | binding response (% of control), % at 10 µM;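 active = binding response more than 3 SD above or below the average of its plate-row segment, actives on both sides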;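 note: Alexa488 bead fluorescence after subtracting the streptavidin-only scavenger bead signal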
Target sequence (Q99759 whole entry, looked up): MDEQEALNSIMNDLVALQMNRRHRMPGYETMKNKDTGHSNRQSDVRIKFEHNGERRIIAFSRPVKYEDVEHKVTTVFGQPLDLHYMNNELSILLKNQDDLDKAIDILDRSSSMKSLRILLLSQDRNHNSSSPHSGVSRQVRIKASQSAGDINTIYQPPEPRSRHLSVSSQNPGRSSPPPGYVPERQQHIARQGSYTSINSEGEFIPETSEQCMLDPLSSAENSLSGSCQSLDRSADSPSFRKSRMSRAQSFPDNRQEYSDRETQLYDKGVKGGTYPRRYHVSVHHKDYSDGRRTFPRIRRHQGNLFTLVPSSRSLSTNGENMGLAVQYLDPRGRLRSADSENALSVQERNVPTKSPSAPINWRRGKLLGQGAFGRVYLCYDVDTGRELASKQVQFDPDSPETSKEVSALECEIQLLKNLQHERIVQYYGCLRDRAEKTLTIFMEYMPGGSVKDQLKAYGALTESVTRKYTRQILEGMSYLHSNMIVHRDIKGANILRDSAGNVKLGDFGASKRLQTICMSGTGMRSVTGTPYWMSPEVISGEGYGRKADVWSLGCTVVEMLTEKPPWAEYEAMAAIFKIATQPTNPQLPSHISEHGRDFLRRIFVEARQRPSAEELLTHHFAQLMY
UBC9 SUMO inh: inhibitors of in vitro SUMOylation cascade, primary screen, biochemical, HTRF, uHTS; SUMO-conjugating enzyme UBC9 (Homo sapiens), P63279; HTRF SUMOylation assay, SAE1/SAE2 + UBC9; inhibition, % at 35 µM; 290,000 compounds, 0.36% hits; in the data active = inhibition above about 50%, passing the limit was not always enough; note: strong numbers were not always called active
Target sequence (P63279 whole entry, looked up): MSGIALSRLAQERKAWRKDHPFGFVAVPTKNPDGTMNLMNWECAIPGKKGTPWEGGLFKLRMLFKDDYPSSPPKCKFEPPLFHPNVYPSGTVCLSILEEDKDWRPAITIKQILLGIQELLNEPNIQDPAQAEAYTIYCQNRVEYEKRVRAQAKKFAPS
IMP-1 inhibitor: IMP-1 metallo-beta-lactamase inhibitors, primary screen, biochemical, epi-absorbance readout, Pseudomonas aeruginosa enzyme | 290,000 compounds, 0.45% hits | metallo-beta-lactamase IMP-1 (Pseudomonas aeruginosa) | purified IMP-1, nitrocefin hydrolysis, epi-absorbance fluorescence | AID 1556, 2009 | inhibition, % at 5.6 µM;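 active = inhibition above the mean plus 3 SD of all compounds in the same screening run, cut at about 4.5% in these data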;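 note: 0% = IMP-1 with DMSO and 100% = DMSO wells lacking enzyme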
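assay system = purified recombinant IMP-1 metallo-beta-lactamase enzyme | schedule = 15 min preincubation plus 25 min reaction at 25 °C | signal = Epi-absorbance fluorescence, 480 nm excitation, 530 nm emission | read-out basis = percent inhibition from optical density relative to buffer-blank wells | controls = IMP-1 with DMSO as 0%, enzyme-free DMSO as 100%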
IDE act: human IDE activators in live cells, primary screen, fluorescence polarization, HEK cells, FAbeta-B substrate; AID 493087, 2011; Insulin-degrading enzyme (Homo sapiens), P14735; FAbeta-B cleavage; 0% vehicle, 100% cell-free pure enzyme wells; activation, % at 5.96 µM; 340,000 compounds, 0.073% hits;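 active = activation above the mean of all tested compounds plus 3 SD, set per screening campaign, cut at about 17% in these data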
p-CIP stab down: p/CIP-EGFP fusion destabilizers, primary screen, fluorescence, F442A cells. 16 h. decrease of EGFP signal, % at 10 µM. 290,000 compounds, 0.01% hits. AID 1984, 2009;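 active = EGFP signal decrease of at least 30% at 10 µM or well 3 SD below plate mean, unless failing retest; inactive = the rest, including hits failing retest or dose response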; note: some compounds called inactive have numbers as strong as hits; many of its hits are not listed in these tables
PHOSPHO1 block: PubChem AID 1565. Phosphoethanolamine/phosphocholine phosphatase (Homo sapiens), Q8TCT1. recombinant PHOSPHO1, absorbance phosphatase assay. inhibition, % at 13.3 µM. 290,000 compounds, 1.1% hits; in the data active = inhibition above about 60%
Target sequence (Q8TCT1 whole entry, looked up): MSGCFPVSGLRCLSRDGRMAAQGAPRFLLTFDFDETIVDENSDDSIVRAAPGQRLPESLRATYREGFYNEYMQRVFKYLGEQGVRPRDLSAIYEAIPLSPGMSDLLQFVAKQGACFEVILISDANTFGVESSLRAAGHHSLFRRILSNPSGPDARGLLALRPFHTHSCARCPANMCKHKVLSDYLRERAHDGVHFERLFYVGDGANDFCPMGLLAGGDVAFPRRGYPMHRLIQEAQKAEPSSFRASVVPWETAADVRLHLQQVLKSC
Active calls of the source: *; / = not tested or not shown.

SMILES	HCV NS3 hel inh	VIM-2 inh	DNA FID counter	MEKK3 PB1 HTS	UBC9 SUMO inh	IMP-1 inhibitor	IDE act	p-CIP stab down	PHOSPHO1 block
CC(=O)c1ccc(OCc2cc(C(=O)N(C)CCN3CCOCC3)no2)cc1	2	-2.4	-14	102	12	-4.3	-2	-36	-9
CCOC(=O)CCC(=O)Nc1ccc(S(=O)(=O)N2CCCCC2)cc1	-3	-1.8	-9	97	8	-3.5	4	6	30
CCc1cc(=O)oc2c(CNCc3c(F)cccc3Cl)c(O)ccc12	7	-2.2	-1	98	17	-1.0	3	-1	11
Cc1ccc(OCC(=O)NNC(=O)CCc2ccccc2)c(Br)c1	0	-3.2	-33	99	11	-1.6	-2	-25	27
COc1ccc(NC(=O)CN(C)S(=O)(=O)c2cccc3nsnc23)cc1	4	-0.1	0	103	-5	-1.6	1	10	-13
Oc1ccc(/C=N/NC2=NCCCCC2)c(O)c1	6	-1.6	-6	104	27	-5.2	8	-6	-5
CS(=O)(=O)Nc1ccc(Oc2ncccn2)cc1	-14	-3.1	-3	102	8	-2.9	-1	-12	/
COc1ccc(-c2nn(C)c(=O)c3ccccc23)cc1CNS(C)(=O)=O	2	8.5*	-12	97	11	-0.9	0	7	5
CCO[C@@H]1OC(C(=O)N2CCN(Cc3ccc4c(c3)OCO4)CC2)=C[C@H](c2ccc(C(F)(F)F)cc2)[C@H]1CCCO	-19	-1.9	-22	105	-4	-2.8	4	-12	48
CN(C)/C=N/c1sccc1C(N)=O	-2	-2.8	-6	102	-4	-3.5	2	4	-1
COc1cc(C2SCC(=O)N2CCc2ccc(OC)c(OC)c2)ccc1O (stereo not given)	6	0.3	-12	99	-6	-2.0	/	14	-13
O=C(c1ccccc1)c1ccc(OCCOCCN2CCN(Cc3ccccc3)CC2)cc1	-28	-2.8	29	113	12	-3.5	-5	-1	19
O=C(OCc1nc2ccccc2[n+]([O-])c1C(=O)c1ccccc1)c1cccs1	14	0.0	1	99	14	-0.8	-1	-6	4
CC(C)(C)C(=O)Cn1c(NCCO)nc2ccccc21	1	-3.9	6	98	0	-1.3	8	7	-2
O=C(Cc1ccc(Cl)cc1)NCC(=O)N1CCCCCC1	4	-0.8	-7	104	2	-4.1	6	-3	/
COc1ccc(-c2cn(-c3ccc(OC)cc3)c(=S)[nH]2)cc1	6	-3.0	-7	99	20	-4.5	1	-9	-23
OCCN1CCN(c2ncnc3c2c(-c2ccccc2)cn3-c2ccc(Br)cc2)CC1	-13	-2.4	2	99	-28	-1.9	4	-2	-1
Cc1ccc(S(=O)(=O)N(CC(=O)Nc2cccnc2)c2cccc(Br)c2)cc1	-5	-1.4	-31	103	9	-0.4	4	-16	18
CCOC(=O)C1CCN(C(=O)C(C)Oc2ccc(Br)cc2)CC1 (stereo not given)	2	-0.9	-21	111	-16	-1.8	-7	17	4
COCCN(C(=S)Nc1c(C)cccc1C)C(C)c1cccnc1 (stereo not given)	0	-3.9	-2	107	8	-1.7	2	-2	1
CCOc1ccccc1/C=N/Nc1nc2c(N)ncnc2n1[C@H]1O[C@@H](CO)[C@H](O)[C@@H]1O	-5	-3.6	-16	98	7	-2.5	5	-4	24
COc1ccc(C(=O)Nn2c(CC(C)C)nc3cc(OC)c(OC)cc3c2=O)c(OC)c1	-9	-1.7	-37	104	-8	-1.4	2	-5	30
CCOC(=O)c1c(C)[nH]c(C)c1S(=O)(=O)N(C)CC(=O)Nc1ccccc1C	1	-3.7	-22	101	1	-4.3	4	-10	46
CNC(=O)COC(=O)c1cc(F)c(F)cc1Cl	1	-1.6	3	103	35	-2.8	4	3	-4
Cc1nccn1CCCNCc1c(C(=O)N2CCCCCCC2)nc2ccc(Cl)cn12	-31	-1.8	11	102	5	-2.8	4	-2	10
CCOc1cc(/C=C\c2nc(O)c([N+](=O)[O-])c(=O)[nH]2)ccc1OC(C)C	20	-0.8	-25	103	13	-1.1	1	5	28
COc1ccc(-c2nc3ccc(N4CCN(C)CC4)cc3c(=O)[nH]2)cc1	4	8.1*	22	88	16	-3.2	7	-2	52
Cc1ccc(S(=O)(=O)N2CCC(=O)N(CCO)CC2)cc1	2	-0.6	-1	100	-21	-2.9	0	0	4
CCSc1nc(-c2cccs2)nc2ccccc12	8	-0.1	-4	98	-9	-0.7	3	6	-1
CCC(CC)C(=O)Nc1cc(C)c2c(=O)oc3ccccc3c2n1	/	/	/	101	16	/	1	-13	15
Cc1ccc(S(=O)(=O)N(C)Cc2ccc(C(=O)NN=C3C4CC5CC(C4)CC3C5)cc2)cc1	5	-1.7	-12	96	10	0.3	-5	-9	-7
CCOCCCNC(=O)C1c2ccccc2Oc2ccccc21	-4	-2.4	-7	108	7	0.3	0	2	/
COC(=O)C1=C(C)Nc2nc3ccccc3n2C1c1cc(OC)c(OC)c(OC)c1 (stereo not given)	10	-0.6	-18	84	0	-1.2	/	9	24
Cc1ccc(S(=O)(=O)NCCOC(=O)Nc2sc(=S)n(C)c2C)cc1	-3	0.0	-2	102	8	-3.9	-2	-7	-25
Nc1c(/C=C2\C=Nc3ccccc32)c(=O)nc2sc(CC(=O)N3CCOCC3)nn12	15	-2.0	-20	99	/	-2.8	5	-18	30
Cc1ccc(C(CC(=O)c2ccco2)SCCO)cc1 (stereo not given)	0	-2.0	-2	106	15	-4.4	0	-11	44
COc1ccc(C2NC(=S)NC(C)=C2C(=O)Nc2ccccn2)cc1OC (stereo not given)	12	-1.6	-8	105	13	-2.7	-1	8	14
N#CCSc1nnc(-c2cnccn2)n1Cc1ccccc1	-2	1.1	-4	103	-3	-1.6	4	-1	-1
CCCC[C@H]1COCCS(=O)(=O)N1Cc1cccc(Cl)c1	24	-0.9	-19	99	-8	-2.0	1	-6	4
COC(=O)c1cc(COc2ccc3oc(C)c(C(=O)OC(C)C)c3c2)c(C)o1	0	-1.2	-4	103	-31	-5.5	3	-13	15
CC(=O)Nc1ccc(S(=O)(=O)NNC(=O)NC23CC4CC(CC(C4)C2)C3)cc1	14	1.9	-17	95	-5	1.1	2	10	8
Cc1nc(SCc2cccc(F)c2)[nH]c(=O)c1C#N	19	-3.9	-10	107	-5	-5.0	-3	10	16
Nc1nnc(SCc2cn3cc(Cl)ccc3n2)s1	6	2.5	1	98	4	-3.5	-1	-9	40
COc1ccc(Cl)cc1NC(=O)CN1c2ccccc2CC1C (stereo not given)	-8	-6.1	-6	93	-7	-3.4	2	-4	-32
COc1cc(/C=C2\SC(=Nc3ccccc3)NC2=O)cc(Cl)c1O	-5	1.7	-2	102	-17	-1.1	-112	-160	9
Cc1ccc(-c2nnc(NCc3nc4ccccc4[nH]3)c3ccccc23)cc1S(=O)(=O)N(C)C	-81	-2.4	4	120	-10	-1.1	4	-4	2
COC(=O)c1cnc2c(c1C(=O)OC)c(=O)n(C)c(=O)n2C	8	-2.3	-1	102	32	-5.5	4	6	9
CC1CC(C)CN(CC(=O)N2CCCc3c2c(=O)oc2ccc(OCc4ccccc4)cc32)C1 (stereo not given)	-18	-2.3	6	104	-3	2.5	4	-5	3
O=c1c2ccccc2nnn1CSc1ccc2c(c1)OCCO2	-4	-1.2	-5	102	-2	0.1	-2	3	-31
COC(=O)C1=C(C)NC(=O)NC1c1ccc2ccccc2c1 (stereo not given)	-2	-0.7	-8	108	24	-3.1	1	-4	13
COc1ccc(-c2ccnc3[nH]n(-c4ccccc4)c(=O)c23)cc1	8	-0.2	-4	103	6	-3.9	12	-11	-6
c1ccc(Cn2cc(CN3CCCCO3)c(-c3ccc4c(c3)OCO4)n2)cc1	-7	-1.0	-27	104	-23	-1.0	1	-17	26
CC(=O)NS(=O)(=O)c1ccc(NC(=O)CC23CC4CC(CC(Br)(C4)C2)C3)cc1	-1	-0.6	-23	100	3	-2.3	-3	-6	-9
COc1cc(CN2CCN(c3cccc(Cl)c3)CC2)cc(OC)c1OC	-5	-3.4	3	104	24	-2.1	1	-7	11
Cc1nn2c3ccccc3n(CC(=O)c3cccs3)c2nc1=O	-5	0.0	0	93	30	-0.9	6	-9	37
CC(C)NC(=S)Nc1ccc(S(=O)(=O)Nc2ncccn2)cc1	-2	-0.1	4	97	12	-3.8	5	-6	0
COc1cnn(-c2ccc(C)cc2)c(=O)c1SCc1ccccc1	1	0.9	-15	103	10	-1.3	-4	-13	81*
CCOc1ccccc1NC(=O)C(=O)NCCC1=CCCCC1	2	-1.6	-6	103	-5	-1.2	2	-7	45
CC(Sc1ncnc2sccc12)C(=O)Nc1ccc(C(N)=O)cc1 (stereo not given)	10	-5.7	-7	103	-12	-3.2	2	11	-3
COc1ccc(-c2nnn(Cc3ccccc3)n2)cc1OC	3	2.3	-25	103	-4	-1.9	4	-12	14

The results go on:
SMILES	HCV NS3 hel inh	VIM-2 inh	DNA FID counter	MEKK3 PB1 HTS	UBC9 SUMO inh	IMP-1 inhibitor	IDE act	p-CIP stab down	PHOSPHO1 block
Cc1ccc(/C=N/NC(=O)c2nnn(-c3nonc3N)c2CN(C)C)s1	-2	-4.7	-12	102	12	-4.8	7	-19	7
COc1ccc(OC2C(=O)N(Cc3ccc4c(c3)OCO4)C2c2sccc2C)cc1 (stereo not given)	-13	-1.7	-17	86	-19	-2.1	-1	-5	-9
COc1cc(/C=C2\CCOC2=O)cc(OC)c1OC	7	-2.5	-5	90	-12	-2.0	3	-2	15
Cc1ccc(S(=O)(=O)N(C)C)cc1NC(=O)COC(=O)CCC(=O)c1ccc(F)cc1	-3	-0.9	-16	101	-3	-3.9	4	-1	1
Cc1cccc(OCC(O)Cn2c(NCCCOC(C)C)nc3c2c(=O)[nH]c(=O)n3C)c1 (stereo not given)	-5	-0.6	-15	103	29	-0.7	0	-12	7
CCCCC/C=N/NC(=O)c1[nH]c2ccc([N+](=O)[O-])cc2c1C	1	-5.2	-2	92	12	-3.6	1	4	0
COC(=O)c1cc(=O)n(Cc2ccccc2)c(=NCc2ccccc2)s1	10	0.5	-2	99	2	-1.4	/	12	-5
CCCCCNC(=O)Cc1ccc(OC)cc1	5	-2.6	0	111	11	-1.6	2	-11	-7
COc1ccc(C(=O)Nc2ccc(S(=O)(=O)NC(C)=O)cc2)cc1	11	-4.7	-6	103	-21	-1.6	6	2	58

PHOSPHO1 block, what is marked active above.
| mol | HCV NS3 hel inh | VIM-2 inh | MEKK3 PB1 HTS | UBC9 SUMO inh | IMP-1 inhibitor | IDE act | p-CIP stab down | PHOSPHO1 block |
| --- | --- | --- | --- | --- | --- | --- | --- | --- |
| COc1cnn(-c2ccc(C)cc2)c(=O)c1SCc1ccccc1 | 1 | 0.9 | 103 | 10 | -1.3 | -4 | -13 | 81* |

Some of the compounds tested. The share of hits here may be higher or lower than overall.
